TrxR1 substrate = is turned over as a substrate by rat TrxR1. Potency, µM (highest dose often 114 µM), for the others: at the top dose activity change, negative = substrate turnover. actives 0.01% (n = 390,000). purified TrxR1 substrate turnover, NADPH consumption readout. AID 588456; note: potency is the fitted concentration of half-maximal effect; % is set by controls: 0 for no effect and ±100 for the full control effect; nearly all actives have a fitted effect of over 50% in size
Target sequence (O89049 whole entry, looked up): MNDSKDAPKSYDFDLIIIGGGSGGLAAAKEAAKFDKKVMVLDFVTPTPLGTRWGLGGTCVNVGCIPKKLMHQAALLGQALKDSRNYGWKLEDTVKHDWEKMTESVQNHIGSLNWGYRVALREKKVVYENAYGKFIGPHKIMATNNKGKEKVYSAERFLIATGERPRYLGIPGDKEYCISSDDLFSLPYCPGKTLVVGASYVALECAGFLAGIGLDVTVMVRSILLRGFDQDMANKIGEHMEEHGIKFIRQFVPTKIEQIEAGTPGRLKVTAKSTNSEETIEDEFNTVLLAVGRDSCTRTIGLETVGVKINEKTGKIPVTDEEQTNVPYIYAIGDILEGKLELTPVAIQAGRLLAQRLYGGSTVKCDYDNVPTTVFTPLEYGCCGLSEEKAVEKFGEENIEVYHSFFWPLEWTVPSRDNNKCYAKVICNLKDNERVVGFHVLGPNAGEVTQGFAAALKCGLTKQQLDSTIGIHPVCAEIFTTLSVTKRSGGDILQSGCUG
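Rat TrxR1, dispensed at 90 nM, was prereduced with 400 uM NADPH (final) for 5 min at ~22 deg C, then incubated with compound 15 min before 400 uM selenite. A first-read NADPH fluorescence drop versus no-compound background flagged substrates.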
Glioma ERSR ind = induces the endoplasmic reticulum stress response in human glioma cells. U87-MG GRP78 promoter luciferase reporter, 16 h. Potency, µM, for the others: at the highest dose activation, actives largely listed as activators. actives 0.02% (n = 420,000). AID 602332; note: potency is the fitted concentration of half-maximal effect; series mostly up to about 76 µM; % of control where 0% means no effect; nearly all actives have a fitted effect of over 35% in size
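Stably transfected U87-MG glioma cells carrying a GRP78-based luciferase sensor; 16 h compound incubation. Luminescence end-point read 10 min after Bright-Glo addition at room temperature.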
USP1-UAF1 inh = blocks the human USP1/UAF1 deubiquitinase complex; Potency, µM (highest dose often 57.1 µM), without a hit: at the top dose activity change, negative = inhibition, usual class: inhibitors; actives 0.23% (n = 390,000); recombinant USP1/UAF1, Ub-Rhodamine cleavage fluorescence; O94782; note: potency is the fitted concentration of half-maximal effect; % is set by controls: 0 for no effect and ±100 for the full control effect; nearly all actives have a fitted effect of over 60% in size; inactives centre near -12
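USP1/UAF1 complex at 1 nM was preincubated with compound for 15 min at room temperature, then Ub-Rho substrate (150nM final) was added. Fluorescence (480/540 nm) was read kinetically, 6 reads every 60 seconds.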
mIDH1 inhibitor = inhibitors of human mutant IDH1 R132H. actives 0.093% (n = 390,000). Potency, µM (doses to about 76.6 µM), for inactives: at the highest dose activity change, negative = inhibition, hits mostly inhibitors. O75874. IDH1-R132H enzyme, NADPH consumption, diaphorase/resazurin fluorescence; note: potency is the fitted concentration of half-maximal effect; % is set by controls: 0 for no effect and ±100 for the full control effect; nearly all actives have a fitted effect of over 65% in size
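IDH1-R132H (0.5 ug/mL) preincubated 30 min with compound, then NADPH (0.016 mM) and alpha-KG (2 mM) added; 80 min at RT, pH 7.5. Remaining NADPH coupled via diaphorase/resazurin to fluorescence (540/590 nm); concentration-response curves normalized to no-enzyme control.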
rTrxR1 inhibitor = inhibitors of rat thioredoxin reductase 1. recombinant rTrxR1, NADPH fluorescence consumption, selenite substrate. Potency, µM (series often up to 114 µM), for the others: top-dose activity change, negative = inhibition, actives largely listed as inhibitors. actives 1% (n = 390,000); note: potency is the fitted concentration of half-maximal effect; % is set by controls: 0 for no effect and ±100 for the full control effect; nearly all actives have a fitted effect of over 65% in size
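Rat TrxR1 (90 nM in the dispensed reagent) was pre-reduced with 400 uM NADPH for 5 min at room temperature, then incubated with compound for 15 min. After 400 uM selenite was added, NADPH fluorescence (Ex 340/Em 450 nm) was followed for 8 min.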
LDHA block = inhibitors of human lactate dehydrogenase A; P00338; purified LDHA, NADH/diaphorase-resazurin fluorescence; stronger effect = lower value; activity change, % (values are at about 110 or 230 µM); actives 0.15% (n = 480,000); in the data active = activity change below about -30%; inconclusive = mostly about -25% to -30%;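 note: plate controls were DMSO wells for no effect and wells without enzyme for full effect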
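Enzyme activity of human lactate dehydrogenase 5 (2 nM; 0.06 mM NADH, 0.2 mM pyruvate, 5 min, RT) is measured via a resazurin/diaphorase fluorescence readout of residual NADH.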
Vif-A3G inh = Vif-A3G binding inhibition; HeLa A3G-eYFP + Vif (tagged APOBEC3G with the HIV-1 protein that degrades it), YFP fluorescence, overnight; Potency, µM (series often up to 46.1 µM), without a hit: top-dose activity, negative = active, most hits filed as inhibitors; actives 0.076% (n = 410,000); AID 602310;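 note: potency is the fitted concentration of half-maximal effect; % is set by controls: 0 for no effect and ±100 for the full control effect; nearly all actives have a fitted effect of over 60% in size; hits raise eYFP signal because A3G escapes Vif-driven loss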
Target sequence (Q9HC16 whole entry, looked up): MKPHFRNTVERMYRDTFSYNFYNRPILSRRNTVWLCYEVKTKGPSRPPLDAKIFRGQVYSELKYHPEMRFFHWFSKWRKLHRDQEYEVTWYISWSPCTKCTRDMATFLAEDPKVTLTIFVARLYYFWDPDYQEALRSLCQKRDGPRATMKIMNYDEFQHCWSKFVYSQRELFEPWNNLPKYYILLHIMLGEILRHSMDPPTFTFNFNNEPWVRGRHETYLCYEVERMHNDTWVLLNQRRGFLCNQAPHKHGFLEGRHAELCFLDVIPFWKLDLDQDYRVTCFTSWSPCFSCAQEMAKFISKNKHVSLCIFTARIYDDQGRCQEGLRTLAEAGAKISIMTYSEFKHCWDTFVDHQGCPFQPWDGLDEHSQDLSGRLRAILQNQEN
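HeLa cells stably expressing Vif and C-terminally eYFP-tagged A3G, seeded overnight at 37 deg C, then exposed to compound by pintool overnight at 37 deg C. Rise in yellow fluorescence (Ex 488/Em 500-530, Acumen) marks blocked Vif-driven A3G degradation.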
RGS4 inhibitor = blocks human RGS4-accelerated GTP hydrolysis; actives 0.039% (n = 390,000); P49798; Transcreener GDP fluorescence polarization, RGS4-accelerated GTP hydrolysis; Potency, µM (titrated, usually from 114 µM), without a hit: top-dose activity change, negative = inhibition, usual class: inhibitors; note: potency is the fitted concentration of half-maximal effect; % is set by controls: 0 for no effect and ±100 for the full control effect; nearly all actives have a fitted effect of over 75% in size; some results filed as inactive show a strong effect at the top dose
Target sequence (P49798 whole entry, looked up): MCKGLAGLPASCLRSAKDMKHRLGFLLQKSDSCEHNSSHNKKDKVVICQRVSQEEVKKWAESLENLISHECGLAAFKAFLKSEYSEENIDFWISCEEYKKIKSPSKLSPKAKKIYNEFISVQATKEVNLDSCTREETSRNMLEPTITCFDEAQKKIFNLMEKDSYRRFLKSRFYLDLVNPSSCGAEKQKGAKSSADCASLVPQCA
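MLSMR compounds (23 nl, pin-transferred) preincubated 10 min at room temperature with a 500nM (2x) first reagent, then RGS4 at 900nM (2x) plus Transcreener GDP mix added; fluorescence polarization (620/688 nm) read before and after 90 min at 30 °C.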
Vif-APOBEC3F blk = Vif-A3F binding inhibition | HeLa A3F-eYFP + Vif (tagged APOBEC3F with the HIV-1 protein that degrades it), YFP fluorescence increase | Potency, µM (series often up to 46.1 µM), without a hit: at the highest dose activity, negative = active | actives 0.2% (n = 390,000); note: potency is the fitted concentration of half-maximal effect; % of control where 0% means no effect; nearly all actives have a fitted effect of over 65% in size
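HeLa cells stably expressing Vif plus C-terminally eYFP-tagged A3F were seeded, incubated overnight at 37 deg C, dosed with compound, incubated overnight again at 37 deg C. Yellow fluorescence (Ex 488/Em 500-530) reported blocked Vif-mediated A3F-eYFP degradation.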
Numbers without * were called inactive; u = inconclusive; x = no result given; & = joins results of further samples; [ ] = dose if it differs, or a comment. Unless noted, calls come from the whole dose curve; as a rule, active = well fitted curve in the direction sought with a large enough effect; inconclusive = small, poorly fitted or top-dose-only effect, or another doubt; inactive = no such curve, though single readings can be large; an effect the other way counts as inactive or inconclusive.

1) CCc1ccc(CNC(=O)c2ccc3c(c2)nc2n3CCC(C)C2)cc1 (stereo not given)
2) CCOc1cccc(CNc2ccc(O)cc2)c1OCc1ccccc1Cl
3) C=CCn1cnc2c(c1=O)c1nc3ccccc3nc1n2/N=C/c1cc(OC)c(OC)c(OC)c1
4) COc1ccc(-c2cn3c(n2)sc2cc(C(=O)NC(C)C45CC6CC(CC(C6)C4)C5)ccc23)cc1 (stereo not given)
5) O=C(CSc1nnc(CNC(=O)c2cccs2)o1)Nc1cccc(Cl)c1
6) Cc1ccnc(NC(=O)Cc2c(F)cccc2Cl)c1
7) Cc1cccc(CN2CCc3c(OCC(=O)NCc4ccco4)cccc3C2=O)c1
8) CN(C1CCCCC1)S(=O)(=O)c1ccc2c(c1)c(=O)c(C(=O)NCc1ccc(Cl)cc1)cn2C
assay / entry	1	2	3	4	5	6	7	8
TrxR1 substrate	3%[57.1 µM]	-1%	-13%	-7%[11.4 µM]	-3%	5%[57.1 µM]	3%	46%[activator]
Glioma ERSR ind	1%	u	0%	2%	-2%	-2%	2%	-2%
USP1-UAF1 inh	-20%	u	2%	-17%	-25%	1%	-24%	-10%
mIDH1 inhibitor	-3%	0%&7%	0%	15%	0%	9%	2%	-9%
rTrxR1 inhibitor	12%[57.1 µM]	u	-15%	12%	-11%	21%[57.1 µM]	1%	70%[activator]
LDHA block	1	32&23	-3	0	-1	-3	-1	3
Vif-A3G inh	2%	u	-8%	5%	0%	1%	-6%	-4%
RGS4 inhibitor	21%	u	-31%	-16%	-9%	10%	-24%	-11%
Vif-APOBEC3F blk	-5%	2%&-7%	-1%	-7%	2%	-1%	-6%	6%

9) CCC(=O)Nc1nc2cc(OC)ccc2s1
10) Cc1ccc(C(=O)Cn2nnc3ccccc32)cc1[N+](=O)[O-]
11) COc1cc(C2C(C(=O)c3ccc(C)o3)=C(O)C(=O)N2CCCn2ccnc2)cc(OC)c1OC (stereo not given)
12) O=C(NCCc1ccccc1)c1cc(-c2ccncc2)nc2ccc(S(=O)(=O)N3CCOCC3)cc12
13) NC(CCCCCP(=O)(c1ccccc1)c1ccccc1)C(=O)O (stereo not given)
14) CCOC(=O)N1CCN(C(=O)CN(CC)S(=O)(=O)c2cc(C)ccc2OC)CC1
15) Cc1cc2n(c(=O)c1C#N)CCCN2c1ccccc1
16) O=C(N1CCN(c2ccccc2)CC1)C1(S(=O)(=O)c2ccc(Cl)cc2)CC1
assay / entry	9	10	11	12	13	14	15	16
TrxR1 substrate	-6%	-6%	-3%	2%	5%	-1%	-11%	-4%
Glioma ERSR ind	2%	1%	-2%	-4%	-6%	-6%	-5%	-2%
USP1-UAF1 inh	-11%	5%	1%	-17%	-9%	-20%	-4%	-9%
mIDH1 inhibitor	0%	6%	0%	1%	23%	14%	4%	5%
rTrxR1 inhibitor	0%	10%	-3%	16%	10%	10%	1%	12%
LDHA block	-3	-5	2	2	-1	-5	5	-3
Vif-A3G inh	-1%	0%	2%	-2%	1%	3%	5%	2%
RGS4 inhibitor	-28%	44%	21%	-15%	-9%	18%	29%	8%
Vif-APOBEC3F blk	-2%	4%	6%	-21%	2%	2%	-1%	7%

17) CC(NC(=O)C1CCCN1C(=O)OCc1ccccc1)c1ccccc1 (stereo not given)
18) O=C(Nc1nc(-c2ccc(Cl)cc2Cl)cs1)C1CCCO1 (stereo not given)
19) C/C(=N/NC(N)=S)c1ccccc1[N+](=O)[O-]
20) CCCCc1nn2c(N)c(/C=C3\C=Nc4ccccc43)c(=O)nc2s1
21) COc1ccccc1OCCCSc1nc(-c2ccc(C(C)(C)C)cc2)nc2cc(=O)[nH]n12
22) CC(NC(=O)COc1ccccc1)C(=O)N1CCN(c2ccccc2)CC1 (stereo not given)
23) CCOc1cc(NC(=O)C2CCCO2)c(OCC)cc1NC(C)=O (stereo not given)
24) c1ccc(-n2ncc3c(N4CCC5(CC4)OCCO5)ncnc32)cc1
assay / entry	17	18	19	20	21	22	23	24
TrxR1 substrate	7%	-6%	0%	-9%	8%[57.1 µM]	0%	-1%	5%
Glioma ERSR ind	1%	6%	-1%	-5%	3%	-2%	-5%	1%
USP1-UAF1 inh	-24%	-18%	-7%	1%	-26%	-11%	-5%	-6%
mIDH1 inhibitor	4%	5%	8%	0%	u	0%	0%	-1%
rTrxR1 inhibitor	21%	-4%	-12%	u	17%[57.1 µM]	25%	3%	14%
LDHA block	-3	-6	-1	-5	6	-2	7	-9
Vif-A3G inh	0%	-2%	3%	-2%	4%	1%	1%	1%
RGS4 inhibitor	-7%	22%	u	-10%	-12%	21%	-13%	0%
Vif-APOBEC3F blk	-1%	-6%	2%	0%	1%	-17%	-4%	-11%

25) CC1(CC(=O)N/N=C/c2ccc(-c3ccc(Cl)cc3)o2)OCCO1
26) COc1ccc(OC)c(S(=O)(=O)NCCc2sc(-c3ccc(C)cc3)nc2C)c1
27) COc1ccc(/C(C)=N/N2CCCCC2)c(O)c1
28) COc1cc2c(cc1OC)C(c1cccc([N+](=O)[O-])c1)N(C(=O)c1ccccc1C(=O)O)CC2 (stereo not given)
29) Cc1ccccc1/C=C/c1cc[n+](C)cc1
30) N#C/C(=C(/O)COC(=O)c1cccnc1Cl)c1nc2ccccc2[nH]1
31) CCCSc1nc(O)c(C(c2ccc(OC)c(O)c2)c2c(O)nc(SCCC)n(C)c2=O)c(=O)n1C
32) CCOc1cc(NC(=S)NCCCN(C)C)c(OCC)cc1NC(=O)c1cccs1
assay / entry	25	26	27	28	29	30	31	32
TrxR1 substrate	-1%	1%[57.1 µM]	-2%	6%	-7%	0%[57.1 µM]	9%[57.1 µM]	-6%
Glioma ERSR ind	9%	2%	-2%	-5%	-2%	-1%	-3%	-5%
USP1-UAF1 inh	-4%	-30%	-13%	-7%	-16%	-10%	-17%	-8%
mIDH1 inhibitor	1%	10%	3%	16%	1%	1%	4%	4%
rTrxR1 inhibitor	-1%	23%[57.1 µM]	-1%[57.1 µM]	15%[57.1 µM]	-4%	14%[57.1 µM]	11µM*	-18%
LDHA block	-10	3	-1	0	-6	1	-2	-3
Vif-A3G inh	-4%	2%	-4%	0%	2%	0%	1%	-3%
RGS4 inhibitor	10%	-5%	13%	-5%	-8%	24%	u	25%
Vif-APOBEC3F blk	-17%	5%	0%	-10%	5%	5%	-24%	-8%

33) CCSc1nc(C)nc2c1oc1ccccc12
34) COc1cccc(Cl)c1NC(=O)N1CCN(c2ccnc3cc(Cl)ccc23)CC1
35) COc1cccc(-c2nc(CS(=O)(=O)CC(=O)NCCc3ccc(OC)cc3OC)c(C)o2)c1
36) O=C(CSc1nc2ccccc2o1)c1ccccc1
37) Cc1ccc(-c2nnc(Nc3cccc(O)c3)c3ccccc23)cc1S(=O)(=O)N1CCOCC1
38) CN(c1ccccc1C(=O)NCc1ccccn1)S(C)(=O)=O
39) CCOc1ccccc1C(=O)NCC(=O)O
40) Cc1ccc(S(=O)(=O)N2CCN(C(=O)CSc3nc4ccccc4o3)C2)cc1
41) Cc1csc(CNC(=O)c2cc(COc3c(C)cccc3C)on2)n1
42) O=C(Cn1cc(S(=O)(=O)N2CCN(c3ccccc3F)CC2)c2ccccc2c1=O)Nc1ccc(F)cc1Cl
assay / entry	33	34	35	36	37	38	39	40	41	42
TrxR1 substrate	-6%	25%	5%&5%	5%[57.1 µM]	-2%	-4%	1%	2%	2%	-4%
Glioma ERSR ind	2%	-4%	-4%&-3%	2%	-2%	-5%	1%	-3%	-1%	-2%
USP1-UAF1 inh	-23%	-24%	-10%&-3%	-8%	-8%	-12%	-22%	-11%	-27%	-10%
mIDH1 inhibitor	1%	-1%	-5%&4%	6%	2%	5%	-11%	1%	6%	-1%
rTrxR1 inhibitor	-10%	49%[activator]	u	7%[57.1 µM]	11%	-5%	10%	1%[57.1 µM]	1%	6%
LDHA block	-3	-2	-7&3	-3&-8	0	-3	-1	-3	-1	-4
Vif-A3G inh	3%	2%	2%&1%	-1%	-10%	-4%	-3%	1%	2%	5%
RGS4 inhibitor	-15%	-23%	22%&-3%	27%	-15%	24%	-19%	-7%[11.4 µM]	-14%	8%
Vif-APOBEC3F blk	-24%	1%	-12%&11%	3%	3%	x	1%	3%	-2%	-7%

Profiles, looked up by structure. Order of values: TrxR1 substrate	Glioma ERSR ind	USP1-UAF1 inh	mIDH1 inhibitor	rTrxR1 inhibitor	LDHA block	Vif-A3G inh	RGS4 inhibitor	Vif-APOBEC3F blk
`CCSc1nc(C)nc2c1oc1ccccc12` in the list: -6%	2%	-23%	1%	-10%	-3	3%	-15%	-24%
`O=C(CSc1nc2ccccc2o1)c1ccccc1` in the list: 5%[57.1 µM]	2%	-8%	6%	7%[57.1 µM]	-3&-8	-1%	27%	3%
`O=C(Cn1cc(S(=O)(=O)N2CCN(c3ccccc3F)CC2)c2ccccc2c1=O)Nc1ccc(F)cc1Cl` in the list: -4%	-2%	-10%	-1%	6%	-4	5%	8%	-7%
`COc1cccc(Cl)c1NC(=O)N1CCN(c2ccnc3cc(Cl)ccc23)CC1` in the list: 25%	-4%	-24%	-1%	49%[activator]	-2	2%	-23%	1%

Screening data deposited in PubChem BioAssay by National Center for Advancing Translational Sciences (NCATS).

A portion of the library. The share of hits here may be higher or lower than overall.
